# BLM helicase inh: Bloom syndrome helicase (human) inhibition | P54132 | recombinant BLM DNA unwinding, fluorescence dequenching | Potency, µM (doses to about 56.1 µM), for inactives: top-dose activity change, negative = inhibition, hits mostly inhibitors | actives 0.2% (n = 350,000) | AID 2528;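 note: potency is the fitted concentration of half-maximal effect; plate controls were vehicle for no effect and no enzyme for full effect; nearly all actives have a fitted effect of over 35% in size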
# POLB inh: blocks human DNA polymerase beta activity. Pol beta primer extension/strand displacement, fluorescence kinetic. Potency, µM (doses to about 114 µM), for inactives: top-dose activity change, negative = inhibition, most hits filed as inhibitors. actives 1.3% (n = 340,000). AID 485314; note: potency is the fitted concentration of half-maximal effect; % is set by controls: 0 for no effect and ±100 for the full control effect
#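 Pol beta (10 nM) and compounds were preincubated 15 min at room temperature, then 50 nM substrate (final) started primer extension/strand displacement. Reads were taken at 0 and 10 min; concentration-response data were fitted to a four-parameter Hill equation.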
# LDHA inh: LDHA (human) enzyme inhibition. P00338. purified LDHA, NADH/diaphorase-resazurin fluorescence; hits give low values. activity change, % (values are at about 110 or 230 µM). actives 0.15% (n = 480,000). AID 1347041; in the data active = activity change below about -30%; inconclusive = mostly about -25% to -30%;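 note: plate controls were DMSO wells for no effect and wells without enzyme for full effect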
#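 Enzyme activity of human lactate dehydrogenase 5 (2 nM; 0.06 mM NADH, 0.2 mM pyruvate, 5 min, RT) is measured via a resazurin/diaphorase fluorescence readout of residual NADH.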
# Pol eta inh: blocks human DNA polymerase eta activity | actives 1.2% (n = 390,000) | Q9Y253 | Potency, µM (highest dose often 114 µM), for inactives: top-dose activity change, negative = inhibition, usual class: inhibitors | recombinant Pol eta, fluorescent DNA replication assay | AID 588591; note: potency is the fitted concentration of half-maximal effect; % is set by controls: 0 for no effect and ±100 for the full control effect
#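 Pol eta at 10 nM preincubated with compounds 15 min at room temperature; reaction started with fluorescent substrate (50 nM final) and read kinetically at 0 and 10 min.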
# GRP78 ERSR act: inducers of ER stress response in human glioma cells | actives 0.02% (n = 420,000) | Potency, µM, inactives show at the highest dose activation, hits mostly activators | U87-MG GRP78 promoter luciferase reporter, 16 h; note: potency is the fitted concentration of half-maximal effect; series mostly up to about 76 µM; % of control where 0% means no effect; nearly all actives have a fitted effect of over 35% in size
#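 Stably transfected U87-MG glioma cells carrying a GRP78-based luciferase sensor; 16 h compound incubation. Luminescence end-point read 10 min after Bright-Glo addition at room temperature.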
# Anesthetic bind: candidate novel general anesthetic via apoferritin binding; apoferritin/1-aminoanthracene competitive binding, fluorescence; Potency, µM (series often up to 77.5 µM), for the others: at the top dose activity change, negative = displacement, most hits filed as inhibitors; actives 0.074% (n = 350,000); note: potency is the fitted concentration of half-maximal effect; % is set by controls: 0 for no effect and ±100 for the full control effect; nearly all actives have a fitted effect of over 20% in size
# Target sequence (P02791 2-175 limits assumed): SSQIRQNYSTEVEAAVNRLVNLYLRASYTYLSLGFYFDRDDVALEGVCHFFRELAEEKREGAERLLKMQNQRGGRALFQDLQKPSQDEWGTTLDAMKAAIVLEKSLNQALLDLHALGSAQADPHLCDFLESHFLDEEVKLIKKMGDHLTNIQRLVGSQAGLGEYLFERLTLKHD
#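 10 uM apoferritin + 50% sat. 1-AMA, PBS; cpd 10 min RT; Ex380/Em535 endpoint; normalized to free probe vs complex; 4-param Hill fit; propofol titration as pos. ctrl.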
# Pol iota inh: blocks human DNA polymerase iota activity | Potency, µM (highest dose often 115 µM), for inactives: at the highest dose activity, negative = inhibition, usual class: inhibitors | AID 588590 | Q9UNA4 | actives 1% (n = 390,000) | Pol iota fluorescent replication assay, 10 min; note: potency is the fitted concentration of half-maximal effect
#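 Pol iota at 10 nM preincubated 15 min with compounds at room temperature; reaction started with fluorescent substrate, 50 nM final. Fluorescence read kinetically at 0 and 10 min; buffer-only wells as negative control.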
# APE1 inh: APE1 (human) endonuclease inhibition; AID 2517; Potency, µM (series often up to 65.8 µM), for the others: at the highest dose activity change, negative = inhibition, hits mostly inhibitors; actives 0.35% (n = 350,000); recombinant APE1, TAMRA/BHQ-2 abasic DNA cleavage fluorescence;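 note: potency is the fitted concentration of half-maximal effect; plate controls were vehicle for no effect and reference inhibitor for full effect; nearly all actives have a fitted effect of over 55% in size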
# Target sequence (P27695 whole entry, looked up): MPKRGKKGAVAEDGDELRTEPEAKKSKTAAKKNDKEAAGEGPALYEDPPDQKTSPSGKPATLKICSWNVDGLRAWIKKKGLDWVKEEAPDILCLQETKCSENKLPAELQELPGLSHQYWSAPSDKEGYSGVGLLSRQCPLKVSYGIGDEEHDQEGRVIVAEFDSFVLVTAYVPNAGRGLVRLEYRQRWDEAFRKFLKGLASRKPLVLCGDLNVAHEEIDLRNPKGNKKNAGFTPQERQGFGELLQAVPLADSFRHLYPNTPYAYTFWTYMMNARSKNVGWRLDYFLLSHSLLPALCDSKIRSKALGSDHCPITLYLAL
#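 Compound pre-exposure to 0.75 nM APE1, 15 min at ambient temperature. Reaction initiated with 50 nM TAMRA/BHQ-2 THF substrate, read immediately in kinetic mode, 525 nm excitation, 598 nm emission.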
# POLK inh: DNA polymerase kappa (human) inhibition. purified Pol kappa, fluorescent DNA synthesis assay, 10 min. AID 588579. Potency, µM (top dose mostly 107 µM), for inactives: at the highest dose activity, negative = inhibition, usual class: inhibitors. Q9UBT6. actives 0.53% (n = 400,000); note: potency is the fitted concentration of half-maximal effect; % is set by controls: 0 for no effect and ±100 for the full control effect
#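 10 nM Pol kappa preincubated 15 min at room temperature with compounds, then reaction started with substrate at 50 nM final. Fluorescence read kinetically at 0 and 10 min; buffer-only wells served as negative control.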
# Active calls of the source: *; ? = inconclusive; nt = no result given; & = joins results of further samples; [ ] = remark or other dose. Unless noted, calls come from the whole dose curve; as a rule, active = well fitted curve in the direction sought with a large enough effect; inconclusive = small, poorly fitted or top-dose-only effect, or another doubt; inactive = no such curve, though single readings can be large; an effect the other way counts as inactive or inconclusive. These rows are one share of the data. The share of hits here may be higher or lower than overall.
SMILES,BLM helicase inh,POLB inh,LDHA inh,Pol eta inh,GRP78 ERSR act,Anesthetic bind,Pol iota inh,APE1 inh,POLK inh
Cc1onc(-c2ccccc2)c1C(=O)Nc1sc2c(c1C#N)CCC2,-15%,20µM*,9,28µM*,-4%,-10%,20µM*,-12%,?
COc1cc(C(=O)Nc2nc(C)c(Cc3ccc4c(c3)OCO4)s2)cc(OC)c1OC,-27%,-1%,-6,-24%,-1%,-1%,4%,2%,-9%
N#Cc1c(Cl)nc(SCc2ccccc2)nc1-c1ccccc1,-5%,-22%,nt,nt,nt,?,nt,-3%,nt
COCCNC(=S)Nc1ccc(Cl)c(Cl)c1,-4%,-2%,-8,-20%,-2%,-15%,13%,3%,-10%
COc1ccc(C(C[N+](=O)[O-])c2c(C)cc3ccccn23)cc1 (stereo unspecified),-6%,19%,-11,7%,2%,-10%,51%[activator],-5%,-2%
CCOC(=O)c1ccc(Nc2nnc(C(C)(C)C)c(=O)[nH]2)cc1,-3%,3%,-1,-9%,-2%,-5%,-7%,6%,4%
CC(=O)OCC(=O)C1(O)CCC2C3CCC4=CC(=O)CCC4(C)C3(Cl)C(O)CC21C (stereo unspecified),nt,nt,-2,-20%,-2%,nt,0%,nt,8%
CC1CCc2sc(C(=O)N3CCC(C(N)=O)CC3)cc2C1 (stereo unspecified),nt,nt,1,-12%,2%,nt,-19%,-12%,3%
Cc1cc(NC(=O)COC(=O)C2CSC3(C)CCC(=O)N23)ccc1Br (stereo unspecified),nt,nt,-1,?,-2%,nt,3%,-6%,-10%
O=C(Cn1[nH]c(=O)c2ccccc2c1=O)OCC(=O)N(Cc1ccccc1)Cc1ccccc1,-11%,21%,-3,-16%,-3%,-9%,-2%,0%,-20%
CCOC(=O)c1ccc(NC(=O)CCCc2nc(-c3cc(OC)c(OC)c(OC)c3)no2)cc1,1%,-26%,-5,-12%,-3%,-6%,27%,nt,-18%
O=c1[nH]c(CS(=O)(=O)c2ccccc2)nc2ccccc12,-2%,?,-9,-8%,0%,-2%,-4%,-3%,-5%
CNc1ccc2nnc(C(F)(F)C(F)(F)C(F)(F)F)n2n1,-9%,0%,-5,-2%,-2%,-5%,29%,3%,-14%
COc1ccc(C2CC(c3cccs3)=NN2C(=O)c2ccco2)cc1OC (stereo unspecified),-9%,-13%,-5,-17%,-8%,0%,?,-4%,-1%
CCOC(=O)/C(C#N)=C1\CC2CCC1(C)C2(C)C (stereo unspecified),-6%,-7%,-3,9%,-5%,?,44%[activator],-3%,-9%
FC(F)(F)c1cccc(CN2CCC(c3cc(-c4cccs4)n[nH]3)CC2)c1,-12%,-6%,0,-25%,-7%,-15%,37%[activator],-5%,-20%
COC(=O)CC1[C@@]2(C)C[C@@]34OC5(C)OC6(CC[C@@]7(C)C(c8ccoc8)OC(=O)C(C(C)=O)C7[C@]6(O5)C(O)[C@@]3(O)C2O)[C@]14C (stereo partly specified),4%,nt,nt,nt,-3%,-18%,nt,?,-7%[60.1 µM]
COc1cc2c(cc1[N+](=O)[O-])-c1ccccc1C2,nt,nt,-8,-25%,-3%,nt,-6%,nt,0%
COc1ccc([N+](=O)[O-])cc1NC(=O)C(C)OC(=O)C1CCC1 (stereo unspecified),nt,nt,-1,-3%,-3%,nt,18%,-9%,-17%
Cc1ccc(C)c(S(=O)(=O)N2CCN(C(=O)Cc3ccsc3)CC2)c1,-3%,?,-4,-15%,-2%,-12%,1%,19%,-4%
CCOc1ccccc1/C=C(/NC(=O)c1ccccc1)C(=O)N(CC)CC,3%,7%,-11,-12%,0%,-5%,160%[activator],2%,-9%
Cc1oc2ccc(OC(=O)c3cccs3)cc2c1C(=O)OC(C)C,-13%,8%,5,-15%,7%,-17%,25%,-1%,-11%[60.1 µM]
O=C(COc1ccc(Br)cc1)Nc1ccc(NC(=O)c2ccccc2)cc1,1%,4%,-7,-13%,-6%,-6%,6%,3%,-8%
C/C(=N\NC(=S)NCc1ccccc1)c1cccc(Br)c1,1%,8%,-3,-26%,5%,-2%,28%,7%,-11%
Cc1ccc(NC(=O)CN2C(=O)C(C)(C)c3cc(S(=O)(=O)N4CCCCC4)ccc32)c(Br)c1,-8%,-5%,-1,-15%,-3%,?,3%,nt,-4%[60.1 µM]
# Other entries
SMILES,BLM helicase inh,POLB inh,LDHA inh,Pol eta inh,GRP78 ERSR act,Anesthetic bind,Pol iota inh,APE1 inh,POLK inh
CCOc1cccc(C(=O)Nc2ccc3oc(-c4cccnc4)nc3c2)c1,-9%&-2%,-1%&1%,-9&-11&-7,11%&-15%,-1%&-1%,2%&-14%,0%&39%,0%,-6%&11%
O=C(CN1C(=O)NC2(CCCC2)C1=O)Nc1nc(-c2ccccc2)cs1,nt,nt,-7,2%,4%,nt,-15%,47%,-3%
Cc1noc(C)c1COC(=O)COc1cccc2c1OC(C)(C)C2,-2%,1%,-5,-2%,1%,?,8%,-2%,-7%
COc1cc(Cl)c(C)cc1NC(=O)c1ccc(NS(=O)(=O)c2ccc(F)c(F)c2)cc1,-16%,-20%,-8,9%,0%,-4%,56%[activator],-2%,-5%
O=C(Nc1nnc(SCc2ccc(Cl)cc2Cl)s1)C1COc2ccccc2O1 (stereo unspecified),-9%,25%,-8,-12%,-3%,-13%,?,17%,-29%
Cc1cccc(NC(=S)N/N=C/c2cccc([N+](=O)[O-])c2)c1,-4%,-29%,-5,6%,-10%,-11%,5%,-1%,-24%
CCCCC[n+]1ccn(-c2nc3ccccc3nc2[N-]S(=O)(=O)c2ccccc2)c1,-4%,-4%,-8,-3%,0%,-10%,-7%[58.9 µM],-4%,-8%
O=C(c1ccc(Cl)s1)N1CCCC(N2CCN(c3ccc(F)cc3)CC2)C1 (stereo unspecified),-5%,4%,0,-6%,-2%,-6%,-1%,30%,-11%
N#CC(C#N)=Cc1ccccc1OCc1ccccc1,-2%,1%,nt,nt,nt,3%,nt,-4%,nt
C=CC[C@H](CC(=O)OC(C)(C)C)C(=O)OC[C@H]1CCCN1C(=O)[C@@H](CC=C)CC(=O)N(CCO)Cc1ccccc1,nt,nt,0,-18%,-1%,nt,-15%,-6%,-7%
COc1cccc(C(=O)NC(=O)Nc2cc(C)on2)c1,-8%,30%,-1,-6%,4%,-6%,68%[activator],-3%,-13%
CC1CCCCC1NC(=O)COC(=O)c1ccc(S(=O)(=O)NCc2ccco2)cc1 (stereo unspecified),-10%,?,-8,?,-2%,?,?,?,?
O=C(C(=O)N1CCN(c2ccccc2F)CC1)c1c[nH]c2ccccc12,-7%,4%,1,-7%,-6%,-15%,87%[activator],-3%,5%
COc1ccc(NC(=O)c2ccco2)cc1NC(=O)c1ccc(C#N)cc1F,-5%&-2%,1%&12%,-6&-1,12%&-7%,2%&-4%,-3%&31%,-25%&29%,27%,-8%&8%
Cc1ccc(CN2CCCn3nc(C(=O)NC(C)C)cc3C2=O)cc1,-1%,-2%,-2,-8%,-1%,56%[activator],?,nt,0%[60.1 µM]
O=C1c2ccccc2C(=O)N1CCC(=O)N1CCCc2ccccc21,1%,1%,-2,-4%,7%,-19%,7%,-1%,-1%
Cc1ccc(-c2nnc3c4ccccc4c(C)nn23)cc1NC(=O)c1cccc(Br)c1,-3%,-3%,-7,-7%,-4%,-11%,16%,nt,-3%
CCCCOc1ccc(-c2cc3c(=O)n(CC(=O)Nc4ccc(Cl)cc4Cl)ccn3n2)cc1,-4%,7%,-8,2%,-2%,53%,?,nt,-11%
CCCn1c(=O)n(-c2ccccc2)c(=O)c2sc3ccccc3c21,-4%,3%,-3,-7%,-2%,-2%,4%,nt,-10%
CCOC(=O)CC(=O)CSc1nc2nc(C)cc(C)n2n1,2%,1%,-5,-10%,6%,-9%,0%,-7%,-5%
NC(=O)NCC(c1ccccc1)C1CCCCC1 (stereo unspecified),5%,-1%,-3,-7%,-4%,0%,2%,8%,-9%

# An excerpt taken from the entries so far:
SMILES,BLM helicase inh,POLB inh,LDHA inh,Pol eta inh,GRP78 ERSR act,Anesthetic bind,Pol iota inh,APE1 inh,POLK inh
COc1cccc(C(=O)NC(=O)Nc2cc(C)on2)c1,-8%,30%,-1,-6%,4%,-6%,68%[activator],-3%,-13%
CC1CCCCC1NC(=O)COC(=O)c1ccc(S(=O)(=O)NCc2ccco2)cc1 (stereo unspecified),-10%,?,-8,?,-2%,?,?,?,?
O=C(C(=O)N1CCN(c2ccccc2F)CC1)c1c[nH]c2ccccc12,-7%,4%,1,-7%,-6%,-15%,87%[activator],-3%,5%
COc1ccc(NC(=O)c2ccco2)cc1NC(=O)c1ccc(C#N)cc1F,-5%&-2%,1%&12%,-6&-1,12%&-7%,2%&-4%,-3%&31%,-25%&29%,27%,-8%&8%
Cc1ccc(CN2CCCn3nc(C(=O)NC(C)C)cc3C2=O)cc1,-1%,-2%,-2,-8%,-1%,56%[activator],?,nt,0%[60.1 µM]
O=C1c2ccccc2C(=O)N1CCC(=O)N1CCCc2ccccc21,1%,1%,-2,-4%,7%,-19%,7%,-1%,-1%
Cc1ccc(-c2nnc3c4ccccc4c(C)nn23)cc1NC(=O)c1cccc(Br)c1,-3%,-3%,-7,-7%,-4%,-11%,16%,nt,-3%
CCCCOc1ccc(-c2cc3c(=O)n(CC(=O)Nc4ccc(Cl)cc4Cl)ccn3n2)cc1,-4%,7%,-8,2%,-2%,53%,?,nt,-11%
CCCn1c(=O)n(-c2ccccc2)c(=O)c2sc3ccccc3c21,-4%,3%,-3,-7%,-2%,-2%,4%,nt,-10%
CCOC(=O)CC(=O)CSc1nc2nc(C)cc(C)n2n1,2%,1%,-5,-10%,6%,-9%,0%,-7%,-5%
NC(=O)NCC(c1ccccc1)C1CCCCC1 (stereo unspecified),5%,-1%,-3,-7%,-4%,0%,2%,8%,-9%

# Screening data (PubChem)
